Screens deposited in PubChem BioAssay by NCI.
Growth percent in the NCI-60 one-dose screen (48 h, 10 µM unless noted): 100 = growth as untreated, 0 = no growth, -100 = all killed.
CCRF-CEM – CCRF-CEM leukemia; 7% of 77,000 active
RPMI-8226 – RPMI-8226 leukemia cells; 7.5% of 77,000 active; AID 1794781
EKVX – EKVX NSCLC; 3% of 71,000 active
HOP-92 – HOP-92 NSCLC cells; 6.3% of 71,000 active; AID 1794738
M14 – M14 melanoma. 6.2% of 80,000 active. AID 1794745
HOP-62 – HOP-62 NSCLC | 3.9% of 80,000 active
A549/ATCC – A549/ATCC NSCLC | 3.7% of 81,000 active
MOLT-4 – MOLT-4 leukemia cells | 6.9% of 80,000 active
An asterisk follows results filed as active; . = not tested or not shown; [ ] = another dose, or the depositor's remark. How the source made its calls: active means growth percent below 10; inactive means the rest.

The first five records (preview)
Values in the order – CCRF-CEM	RPMI-8226	EKVX	HOP-92	M14	HOP-62	A549/ATCC	MOLT-4
[1] Clc1ccccc1C(c1ccccc1)(c1ccccc1)n1ccnc1
 : 22	19	26	20	31	34	.	17
[2] Cc1nn(-c2ccc([N+](=O)[O-])cc2)c2ncnc(Nc3ccccc3)c12
 : 98	85	104	94	.	105	90	79
[3] Cc1cc(NS(=O)(=O)c2ccccc2)c(OS(=O)(=O)c2ccccc2)cc1C
 : 97	84	104	88	97	105	104	89
[4] COc1ccc(/C=N\N=C(\C)c2nnn(-c3ccc(Cl)cc3)c2C)cc1OC
 : 107	109	95	98	102	92	102	110
[5] O=[N+]([O-])c1ccc(NS(=O)(=O)c2ccc(Br)cc2)cc1
 : 63	32	86	14	86	111	73	82

This part in full, previewed entries included:
Values in the order – CCRF-CEM	RPMI-8226	EKVX	HOP-92	M14	HOP-62	A549/ATCC	MOLT-4
[1] Clc1ccccc1C(c1ccccc1)(c1ccccc1)n1ccnc1
 : 22	19	26	20	31	34	.	17
[2] Cc1nn(-c2ccc([N+](=O)[O-])cc2)c2ncnc(Nc3ccccc3)c12
 : 98	85	104	94	.	105	90	79
[3] Cc1cc(NS(=O)(=O)c2ccccc2)c(OS(=O)(=O)c2ccccc2)cc1C
 : 97	84	104	88	97	105	104	89
[4] COc1ccc(/C=N\N=C(\C)c2nnn(-c3ccc(Cl)cc3)c2C)cc1OC
 : 107	109	95	98	102	92	102	110
[5] O=[N+]([O-])c1ccc(NS(=O)(=O)c2ccc(Br)cc2)cc1
 : 63	32	86	14	86	111	73	82
[6] CCN(CC)CCOc1ccc2c(c1)O/C(=C\c1cccc(OC)c1)C2=O
 : 118	120	105	88	100	97	106	115
[7] Cc1ccc(Oc2nc3sc4c(C)ccc(C)c4n3c(=O)c2C#N)cc1
 : 86	88	94	75	92	87	120	104
[8] CCN(CC)CC#CCOC(=O)[C@]1(C)CCC[C@]2(C)[C@H]3C[C@H]4C(C(C)C)=C[C@]3(CC[C@H]21)[C@@H]1C(=O)OC(=O)[C@@H]14
 : 83	79	91	95	101	95	107	93
[9] CCCCn1c(=O)c(/C=C/C(=O)/C=C2/CC(c3cc4cc(C)ccc4n(CCCC)c3=O)Nc3ccccc3N2)cc2cc(C)ccc21 (configuration not stated)
 : 94	.	91	82	.	108	105	89
[10] CCNC(=O)Nc1ccc(OC2CCNCC2)c(NC(=O)c2[nH]c(C)c(Cl)c2Cl)c1
 : 100	.	100	72	102	103	105	97
[11] CCn1cc(C2=C(c3cccc4ccccc34)C(=O)N(O)C2=O)c2cc(Br)ccc21
 : 88	102	86	167	110	118	90	92
[12] C[C@@H]1CN(c2cccnc2F)C(=O)c2cc(COc3ccc(Cl)cn3)nn21
 : 96	97	96	101	.	99	105	100
[13] CC1CCCCN1CCOc1ccccc1Cc1ccccc1 (configuration not stated)
 : 96	98	92	.	98	102	105	100
[14] C/C(=N/NC(=S)NC1CCCCC1)c1sc(Nc2ccc(F)cc2)nc1C
 : 95	95	94	89	92	102	77	85
[15] O=C(Nc1ccc(Cl)cc1)OCC12COCN1COC2
 : 90	97	.	97	102	101	102	98
[16] CCOC(=O)C(CCc1ccccc1[N+](=O)[O-])(CCc1ccccc1[N+](=O)[O-])C(=O)OCC
 : 83	64	.	72	87	91	96	57
[17] COc1ccc2c(c1)[nH]c(=O)c1c3cc(C)c(C)cc3cn21
 : -68*	-32*	35	-42*	-33*	-28*	-4.9*	-11*
[18] O=[N+]([O-])c1cnn(S(=O)(=O)c2ccccc2)c1
 : 110	108	95	93	90	108	98	105
[19] CC(C)CCOC(=O)C(O)c1ccccc1 (configuration not stated)
 : 105	113	.	92	112	96	115	113
[20] O=C(c1ccccc1)c1ccc(O)cc1O
 : 109	102	99	100	109	96	102	106
[21] CC1CC(NC(=O)/C=C/C(=O)O)CC(C)(C)C1 (configuration not stated)
 : 99	92	90	91	79	169	98	66
[22] COc1ccc(CN2CC3CC3(COc3ccc(C)c(F)c3)C2)cc1F (configuration not stated)
 : 83	100	104	.	103	99	99	107
[23] COc1ccc(-c2nc3ccccc3c3[nH]c(C)c(C(C)=O)c23)c(O)c1
 : 90	99	76	69	76	70	90	89
[24] CC1=CC(C)=Nc2ccc(Cl)cc2N1
 : 94	102	108	97	102	105	114	98
[25] CC1N=C(SCC(=O)c2ccc(F)cc2)N2C(C)N=C(SCC(=O)c3ccc(F)cc3)N12 (configuration not stated)
 : 96	94	.	91	115	98	107	117
[26] Nc1c(C(=O)Nc2ccc3c(c2)OCCO3)sc2nc3c(cc12)C(=O)CCC3
 : 105	108	108	113	112	97	101	104
[27] COc1cc(C2CC(=O)Nc3n[nH]c(-c4ccccc4)c32)cc(OC)c1OC (configuration not stated)
 : 70	91	78	77	53	58	46	54
[28] CCCCOCCOCCN
 : .	98	.	.	101	102	105	113
[29] CCCCNC(=S)NNC(=O)c1ccc(OCc2nc3ccc(C)cc3[nH]2)cc1
 : 86	102	106	108	111	102	103	107
[30] COc1ccc([C@@H]2[C@H](C(=O)O)c3ccccc3C(=O)N2c2ccc(OC)cc2)cc1
 : 93	90	91	96	83	87	73	112

(31) C[C@@]1(F)[C@H](O)[C@@H](CO)O[C@@H]1n1cnc2c(N)nc(F)nc21
(32) Cc1cc(=O)[nH]c2ccc(S(=O)(=O)Nc3ccccc3)cc12
(33) COc1cc(/C=C/C(=O)N2CCN(C(=O)/C=C/c3ccccc3)CC2)cc(OC)c1OC
(34) C=CC(=O)N(C)[C@H]1C[C@H]2OC(C)(C1OC)n1c3ccccc3c3c4c(c5c6ccccc6n2c5c31)C(=O)NC4 (some centres not stated)
(35) Nc1nc(-c2n[nH]c(=S)n2-c2ccccc2)cs1

Screen / compound no.	31	32	33	34	35
CCRF-CEM	107	.	100	-7.8*	104
RPMI-8226	101	90	96	-11*	114
EKVX	96	.	121	18	106
HOP-92	117	77	.	-22*	107
M14	103	91	103	-1.7*	95
HOP-62	93	99	103	-15*	106
A549/ATCC	98	95	100	9.5*	93
MOLT-4	100	85	88	-40*	86

(36) CC(=O)O/C=C(\C)C1CCC2C1(C)CC=C1C23C=CC2(CC(OC(C)=O)CCC12C)C1C(=O)OC(=O)C13 (configuration not stated)
(37) NCCCNc1nc2ccccc2c2c(=O)c3cccc(F)c3sc12
(38) CCCCC/C(C)=C(\C)C1CC1CCNS(=O)(=O)c1ccc(C)cc1 (configuration not stated)
(39) O=C(Nc1ccc(Oc2cccc(F)c2)c(Cl)c1)c1ccncc1
(40) COc1ccc(OC(C)=O)cc1

Screen / compound no.	36	37	38	39	40
CCRF-CEM	98	9.3*	104	58	.
RPMI-8226	97	.	102	46	101
EKVX	102	60	98	53	.
HOP-92	90	36	.	87	100
M14	93	10	100	84	100
HOP-62	.	48	110	68	105
A549/ATCC	102	24	93	55	105
MOLT-4	99	-15*	101	72	91

(41) Clc1ccc(CN(Cc2ccc(Cl)cc2)Cc2ccc(Cl)cc2Cl)cc1
(42) Cc1ccc(S(=O)(=O)N2CCc3ccc(O)c4c3C2CCc2ccccc2-4)cc1 (configuration not stated)
(43) CN(C)CN1CCN(c2ccc3nc(-c4ccc5nc(-c6ccc(C(F)(F)F)cc6)[nH]c5c4)[nH]c3c2)CC1
(44) C[C@]12CCC3c4ccc(OS(=O)(=O)O)cc4CCC3C1CCC2=O (some centres not stated)
(45) Cc1ccc(Cl)c(-n2c(SCC(=O)NN)nc3ccccc3c2=O)c1

Screen / compound no.	41	42	43	44	45
CCRF-CEM	85	83	39	108	.
RPMI-8226	89	96	19	101	117
EKVX	109	104	79	100	106
HOP-92	106	116	76	83	88
M14	97	99	32	110	.
HOP-62	105	106	58	109	94
A549/ATCC	101	102	84	98	108
MOLT-4	106	78	44	95	114

(46) OCCSCCCCCCCCCCSCCO
(47) CCOc1ccccc1Br
(48) CC(=C/c1ccccc1)/C=C1/NC(=S)NC1=O
(49) Clc1nc2ccccc2n2c1nc1ccccc12
(50) NC1=NN(O)C2=CC([N+](=O)[O-])C=CC2=N1 (configuration not stated)

Screen / compound no.	46	47	48	49	50
CCRF-CEM	.	26	97	71	104
RPMI-8226	88	93	81	.	99
EKVX	.	110	79	93	99
HOP-92	80	74	88	91	94
M14	113	107	104	93	113
HOP-62	108	117	100	85	99
A549/ATCC	93	118	84	98	110
MOLT-4	93	108	99	92	111

(51) Nc1[nH]c(=O)[nH]c(=O)c1N=Nc1ccc(S(=O)(=O)Nc2ncccn2)cc1
(52) CC1(c2ccc(OC(F)F)cc2)NC(=O)N(CC(=O)NCc2ccc3c(c2)OCO3)C1=O (configuration not stated)
(53) CCCCCC(/C=N\NC(=S)N/N=C/C(=C/c1ccccc1)CCCCC)=C\c1ccccc1
(54) N=C(N)SCCCCCCCCCCSC(=N)N
(55) CN(N)C(=O)c1ccccc1

Screen / compound no.	51	52	53	54	55
CCRF-CEM	100	86	31	82	106
RPMI-8226	100	.	45	73	108
EKVX	.	115	77	59	94
HOP-92	.	90	16	53	85
M14	101	100	78	79	95
HOP-62	98	91	73	97	98
A549/ATCC	105	90	75	82	100
MOLT-4	98	89	42	63	99

(56) O=C(O)/C=C/C(=O)Nc1cccc2ccccc12
(57) CN(C)CCN1C(=O)c2cccc3c(-c4ccc(-c5nc6c7ccccc7c7ccccc7c6[nH]5)cc4)ccc(c23)C1=O
(58) CCOC(=O)c1c(C)c2c(n1Cc1ccccc1)CSCC2=O
(59) O=c1cc(-c2ccccc2)[nH]c2ccccc12
(60) CC(=O)Oc1ccc2c(c1)Oc1cc(OC(C)=O)ccc1C21OC(=O)c2cc(CC[C@H]3CCC/C=C/[C@@H]4C[C@H](O)C[C@H]4[C@H](O)/C=C/C(=O)O3)ccc21

Screen / compound no.	56	57	58	59	60
CCRF-CEM	.	55	10[100 µM]	15	69
RPMI-8226	90	55	-5.3*[100 µM]	22	60
EKVX	.	94	12[100 µM]	50	100
HOP-92	.	71	-19*[100 µM]	38	80
M14	95	.	-16*[100 µM]	16	111
HOP-62	100	106	-26*[100 µM]	49	91
A549/ATCC	.	90	20[100 µM]	19	96
MOLT-4	85	84	13[100 µM]	32	75

(61) N#Cc1c(-c2ccc(Cl)cc2)nc(SCc2ccc(F)cc2)nc1N1CCNCC1
(62) N#CC1CCN(c2ncnc3c2ncn3Cc2nnc3c4ccccc4c(Cl)nn23)CC1
(63) COc1ccc(C2C=C(C)N=C3SC=NN32)cc1OC (configuration not stated)
(64) Cc1cc2nc3c4cc(C#N)ccc4n(CCN(C)C)c3nc2cc1C
(65) O=C(O)C1(NO)CCCC1

Screen / compound no.	61	62	63	64	65
CCRF-CEM	37	89	99	3.3*	106
RPMI-8226	-37*	78	94	-18*	.
EKVX	74	83	.	-7.8*	104
HOP-92	6.6*	93	70	-19*	98
M14	73	65	104	-83*	100
HOP-62	81	93	97	4.3*	87
A549/ATCC	60	88	95	-67*	68
MOLT-4	8.0*	82	104	3.2*	80

(66) COc1ccc(-c2ccc(OC)c(OC)c2OC)c(OC)c1OC
(67) Cc1nc2c(=O)nc3s/c(=C\c4ccc(N(C)C)cc4)c(=O)n3c2nc1C
(68) C=C1C(=O)O[C@H]2[C@H]1CC/C(CNC(=O)/C=C/c1cc(OC)c(OC)c(OC)c1)=C\CC[C@@]1(C)O[C@@H]21
(69) COc1ccc(/C=C2\Oc3cc(OCCN4CCCC4)ccc3C2=O)c(OC)c1
(70) COc1ccc(S(=O)(=O)NCCCNc2nccc(-c3[nH]c(-c4ccccc4)nc3-c3ccc(Cl)c(O)c3)n2)cc1

Screen / compound no.	66	67	68	69	70
CCRF-CEM	.	108	-11*	.	40
RPMI-8226	.	110	-5.6*	34	50
EKVX	114	87	25	98	113
HOP-92	.	83	-36*	80	114
M14	102	97	-32*	99	.
HOP-62	97	90	26	84	92
A549/ATCC	103	100	40	99	102
MOLT-4	97	111	-27*	87	51

(71) O=C(CN(CC(=O)c1ccccc1)Cc1ccccc1)c1ccccc1
(72) CC(C)C(C(=O)N(C)CC(O)c1ccc(O)c(O)c1)N1C(=O)/C(=C/c2ccc(Br)cc2)SC1=S (configuration not stated)
(73) CC(=O)N1c2ccccc2Sc2ccc3ccccc3c21
(74) CCC(C)C(C(=O)O)N1C(=O)/C(=C/c2ccc3c(c2)CCCN3C)SC1=S (configuration not stated)

Screen / compound no.	71	72	73	74
CCRF-CEM	81	107	89	104
RPMI-8226	39	100	81	103
EKVX	64	107	.	106
HOP-92	90	89	61	109
M14	99	95	107	112
HOP-62	94	103	236	102
A549/ATCC	79	99	93	105
MOLT-4	82	111	74	104
